Assay outcomes from PubChem.
LDHA block = blocks human lactate dehydrogenase A | P00338 | purified LDHA, NADH/diaphorase-resazurin fluorescence; stronger effect = lower value | activity change, % (values are at about 110 or 230 µM) | actives 0.15% (n = 480,000) | AID 1347041; in the data active = activity change below about -30%; inconclusive = mostly about -25% to -30%;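 also: plate controls were DMSO wells for no effect and wells without enzyme for full effect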
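Human LDH5 at 2 nM final in Tris HCl pH 7.4 with 0.06 mM NADH and 0.2 mM pyruvate, reacted 5 minutes at room temperature. Remaining NADH coupled via diaphorase/resazurin; resorufin fluorescence read at 0 and 20 minutes, normalized to enzyme-free and DMSO wells.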
IDH1 R132H inh = human IDH1 R132H inhibition; actives 0.093% (n = 390,000); IDH1-R132H enzyme, NADPH consumption, diaphorase/resazurin fluorescence; Potency, µM (titrated, usually from 76.6 µM), without a hit: at the top dose activity change, negative = inhibition, most hits filed as inhibitors; AID 602179; O75874; also: potency is read from the fitted curve at half-maximal effect; % is scaled to controls: 0 for no effect and ±100 for the full control effect; nearly all actives have a fitted effect of over 65% in size
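IDH1-R132H (0.5 ug/mL) preincubated 30 min with compound, then NADPH (0.016 mM) and alpha-KG (2 mM) added; 80 min at RT, pH 7.5. Remaining NADPH coupled via diaphorase/resazurin to fluorescence (540/590 nm); concentration-response curves normalized to no-enzyme control.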
USP1 inh = blocks the human USP1/UAF1 deubiquitinase complex; O94782; recombinant USP1/UAF1, Ub-Rhodamine cleavage fluorescence; Potency, µM (series often up to 57.1 µM), without a hit: top-dose activity change, negative = inhibition, hits mostly inhibitors; actives 0.23% (n = 390,000); AID 743255; also: potency is read from the fitted curve at half-maximal effect; % is scaled to controls: 0 for no effect and ±100 for the full control effect; nearly all actives have a fitted effect of over 60% in size; inactives centre near -12
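Step one: compound is pinned into 1nM USP1/UAF1 in HEPES pH 7.8 buffer with TCEP. Step two: 15 min room-temperature incubation. Step three: Ub-Rho (150nM final) starts cleavage, tracked by fluorescence over six one-minute reads.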
Vif-A3F inh = Vif-A3F binding inhibition; Potency, µM (series often up to 46.1 µM), for inactives: at the highest dose activity, negative = active; AID 602313; HeLa A3F-eYFP + Vif (tagged APOBEC3F with the HIV-1 protein that degrades it), YFP fluorescence increase; actives 0.2% (n = 390,000); also: potency is read from the fitted curve at half-maximal effect; % of control where 0% means no effect; nearly all actives have a fitted effect of over 65% in size
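HeLa cells stably expressing A3F-eYFP plus Vif, plated and incubated overnight at 37 deg C, then exposed to compounds overnight at 37 deg C. Blocked degradation read as raised yellow fluorescence (Ex 488/Em 500-530).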
GRP78 ERSR act = ER stress response induction in glioma; Potency, µM, for the others: at the highest dose activation, actives largely listed as activators; AID 602332; actives 0.02% (n = 420,000); U87-MG GRP78 promoter luciferase reporter, 16 h; also: potency is read from the fitted curve at half-maximal effect; series mostly up to about 76 µM; % of control where 0% means no effect; nearly all actives have a fitted effect of over 35% in size
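Stably transfected U87-MG human glioma cells carrying a GRP78-based luminescent sensor were seeded at 1000 cells/well, pin-dosed with compounds and incubated 16 h. Luciferase reagent was then added, and end-point luminescence was read after 10 min at room temperature.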
Vif-A3G inh = inhibitors of Vif-APOBEC3G interaction | actives 0.076% (n = 410,000) | Q9HC16 | HeLa A3G-eYFP + Vif (tagged APOBEC3G with the HIV-1 protein that degrades it), YFP fluorescence, overnight | Potency, µM (doses to about 46.1 µM), for the others: top-dose activity, negative = active, usual class: inhibitors;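 also: potency is read from the fitted curve at half-maximal effect; % is scaled to controls: 0 for no effect and ±100 for the full control effect; nearly all actives have a fitted effect of over 60% in size; hits raise eYFP signal because A3G escapes Vif-driven loss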
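HeLa cells stably expressing Vif and C-terminally eYFP-tagged A3G, seeded overnight at 37 deg C, then exposed to compound by pintool overnight at 37 deg C. Rise in yellow fluorescence (Ex 488/Em 500-530, Acumen) marks blocked Vif-driven A3G degradation.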
TrxR1 substrate = rat thioredoxin reductase 1 substrate activity. purified TrxR1 substrate turnover, NADPH consumption readout. Potency, µM (series often up to 114 µM), without a hit: at the highest dose activity change, negative = substrate turnover. actives 0.01% (n = 390,000). AID 588456; also: potency is read from the fitted curve at half-maximal effect; % is scaled to controls: 0 for no effect and ±100 for the full control effect; nearly all actives have a fitted effect of over 50% in size
Target sequence (O89049 whole entry, looked up): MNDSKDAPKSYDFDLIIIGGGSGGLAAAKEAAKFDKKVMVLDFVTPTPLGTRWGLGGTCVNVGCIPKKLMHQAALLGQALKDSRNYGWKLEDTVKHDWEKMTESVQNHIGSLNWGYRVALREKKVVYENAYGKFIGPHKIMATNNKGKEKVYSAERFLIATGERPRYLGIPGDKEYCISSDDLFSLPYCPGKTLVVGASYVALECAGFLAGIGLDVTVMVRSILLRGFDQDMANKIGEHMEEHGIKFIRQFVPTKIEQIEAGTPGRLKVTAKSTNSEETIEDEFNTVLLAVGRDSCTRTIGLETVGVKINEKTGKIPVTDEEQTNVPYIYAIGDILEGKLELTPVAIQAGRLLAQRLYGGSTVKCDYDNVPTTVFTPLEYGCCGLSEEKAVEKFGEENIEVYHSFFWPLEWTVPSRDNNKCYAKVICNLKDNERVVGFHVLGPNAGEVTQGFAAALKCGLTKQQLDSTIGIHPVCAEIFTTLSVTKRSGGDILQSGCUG
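Rat TrxR1, dispensed at 90 nM, was prereduced with 400 uM NADPH (final) for 5 min at ~22 deg C, then incubated with compound 15 min before 400 uM selenite. A first-read NADPH fluorescence drop versus no-compound background flagged substrates.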
PI4K2A inh = blocks human PI4K2A kinase activity; Q9BTU6; purified PI4K2A, ADP-Glo luminescence, 1 h; stronger effect = lower value; activity change, negative = inhibition, % at 76.9 µM; actives 0.13% (n = 420,000); AID 1346378; in the data active = activity change below about -50%; inconclusive = mostly about -30% to -49%;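 also: -100% = wells without enzyme as full effect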
Target sequence (Q9BTU6 whole entry, looked up): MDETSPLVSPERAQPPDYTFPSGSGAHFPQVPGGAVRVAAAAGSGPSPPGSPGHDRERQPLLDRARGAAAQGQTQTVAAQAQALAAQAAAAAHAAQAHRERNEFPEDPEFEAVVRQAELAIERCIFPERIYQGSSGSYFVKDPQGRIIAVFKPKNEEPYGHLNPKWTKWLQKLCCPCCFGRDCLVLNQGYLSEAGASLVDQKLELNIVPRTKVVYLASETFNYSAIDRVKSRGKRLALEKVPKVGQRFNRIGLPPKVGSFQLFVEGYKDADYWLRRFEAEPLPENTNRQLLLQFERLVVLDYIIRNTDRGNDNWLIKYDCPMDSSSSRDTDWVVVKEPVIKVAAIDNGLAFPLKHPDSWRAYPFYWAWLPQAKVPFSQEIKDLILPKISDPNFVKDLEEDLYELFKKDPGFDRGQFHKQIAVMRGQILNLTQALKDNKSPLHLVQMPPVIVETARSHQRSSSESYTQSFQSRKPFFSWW
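ADP-Glo luminescence measured ADP generated by PI4K2A enzyme (4 ug/mL before mixing) with 1.2 mM PI substrate (pre-mix) and 300 microM ATP (pre-mix). Tris pH7.5 buffer with MgCl2, Triton X-100; 1 h reaction at ambient temperature.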
RXFP1 ag = RXFP1 (human) receptor agonism. HEK293T-RXFP1 cAMP TR-FRET, 30 min; response scale: percent of porcine relaxin response, buffer zero. actives 0.3% (n = 370,000). Q9HBX9. Potency, µM (highest dose often 57.5 µM), without a hit: at the top dose activation, actives largely listed as activators; also: potency is read from the fitted curve at half-maximal effect; % is scaled to controls: 0 for no effect and ±100 for the full control effect; nearly all actives have a fitted effect of over 60% in size; many of its hits are not listed in these tables
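Agonist response is measured as cAMP accumulation in an RXFP1-transfected HEK293T line under PDE4 inhibition. Values are scaled between buffer-only and 29 nM porcine relaxin, and EC50s come from standard Hill equation fits.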
* marks the source's active call; other numbers are inactive results; ? = inconclusive; nt = not tested or not shown; [ ] = another dose, or the depositor's remark. Unless noted, calls follow the shape of the dose curve; as a rule, active = well fitted curve in the direction sought with a large enough effect; inconclusive = small, poorly fitted or top-dose-only effect, or another doubt; inactive = no such curve, though single readings can be large; an effect the other way counts as inactive or inconclusive. Some of the compounds tested, so the mix of outcomes need not match the whole.

Below each SMILES: PI4K2A inh	Vif-A3G inh	USP1 inh	TrxR1 substrate	GRP78 ERSR act	Vif-A3F inh	LDHA block	RXFP1 ag	IDH1 R132H inh
COc1ccc(C(=O)c2ccc3oc(-c4ccc(OC)cc4)c(C#CCCO)c3c2)cc1
  5.6	-5.5%	-18.5%	12.4%	0.0%	-7.6%	-4.7	nt	-7.6%
Cc1ccc(-n2ncc3c(=O)[nH]c(SCC(=O)N4CCC(C)CC4)nc32)cc1C
  -1.4	1.9%	-15.9%	-2.8%	-2.5%	-2.5%	-5.9	0.3%	-1.7%
COC(=O)/C(C#N)=C/c1c(N2CCN(c3ccccc3)CC2)nc2c(C)cccn2c1=O
  2.4	-6.5%	-21.0%	-9.0%	-2.6%	1.9%	-2.5	9.4%	0.0%
CC1Cc2cc(S(=O)(=O)NCc3ccccc3Cl)ccc2N1C(=O)C1CCC1 (configuration not stated)
  -1.8	-3.4%	-16.6%	-6.6%	-2.5%	1.3%	-15.4	0.0%	11.1%
Fc1ccc(-n2c(-c3cc(C4CC4)[nH]n3)n[nH]c2=S)cc1Cl
  1.2	0.6%	-9.5%	12.3%[57.1 µM]	-4.9%	-2.4%	-1.5	21.0%	9.5%
CCc1ccc(S(=O)(=O)c2nnn3c2nc(NCc2ccccc2)c2cc(Cl)ccc23)cc1
  -2.0	-0.5%	-8.7%	142.2%[activator]	-3.2%	-2.1%	-1.5	1.3%	-16.2%
O=C(N=C1SC2CS(=O)(=O)CC2N1CCc1ccccc1)C1CC1 (configuration not stated)
  -1.7	4.4%	-23.1%	1.3%	-1.5%	3.1%	-3.9	0.5%	-4.2%
Cc1cc(C)c(C)c(S(=O)(=O)N[C@@H](C)C(=O)OCC(=O)NC2CCCC(C)C2C)c1C (some centres not stated)
  -0.5	2.6%	-13.0%	-19.2%	-0.3%	4.4%	0.4	nt	0.5%
O=C(O)CC/C(=C/c1cccc(NC(=O)c2ccccc2Cl)c1)c1nc2ccccc2s1
  5.5	-1.5%	11.5%	16.6%	?	1.7%	-6.8	nt	-6.3%
COc1ccc(CNC(=O)Cn2cccc2C(=O)c2ccccc2)cc1
  4.4	1.0%	-20.8%	-5.0%	2.7%	0.5%	-0.8	4.0%	4.3%
Oc1cccc(N2Cc3ccccc3C2)c1
  -1.3	-0.3%	-21.2%	4.2%	-1.1%	-0.6%	5.8	1.6%	-4.0%
N#CC1=C(N)OC2=C(C(=O)CCC2)C1c1cccs1 (configuration not stated)
  2.3	0.1%	-21.3%	11.4%	0.3%	7.2%	-9.9	0.6%	22.0%
CC1CCCC(NC(=O)COC(=O)c2ccc3c(c2)OCCO3)C1C (configuration not stated)
  -6.4	-7.7%	-25.9%	7.5%	-3.5%	-0.2%	-5.8	nt	13.0%
CCC(OC(=O)c1ccco1)C(=O)NCc1ccc(OC)cc1 (configuration not stated)
  1.2	1.5%	-1.3%	5.4%	-5.5%	-8.9%	-4.6	0.1%	1.1%
CS(=O)(=O)N1CCc2cc(-c3csc(NC(=O)Cc4ccccc4)n3)ccc21
  -3.3	3.9%	-15.1%	-6.2%	-1.1%	0.5%	-0.9	1.3%	0.0%
COc1cc(CN2CCC(C(=O)NC3CCCC3)CC2)cc(OC)c1O
  7.5	-7.1%	-23.7%	3.5%	-0.6%	3.5%	20.1	-1.0%	0.8%
CCn1c(=O)n(-c2ccc(C)c(F)c2)c(=O)c2sc3ccccc3c21
  1.7	2.8%	-17.5%	16.8%	-2.2%	0.7%	-1.3	14.5%	-2.3%
COc1ccc(N2CCN(Cc3nc4c(c(=O)n(C)c(=O)n4C)n3CCc3ccccc3)CC2)cc1
  2.8	0.6%	4.0%	4.8%[57.1 µM]	-2.2%	2.9%	-1.5	3.7%	-1.2%
COc1ccc(C(=O)NCc2ccc3c(c2)OCO3)cc1S(=O)(=O)N(C)Cc1ccccc1
  -3.1	0.7%	-12.6%	-9.3%	-3.7%	-11.5%	-7.5	0.5%	2.0%
CNc1ccc(-c2cccc([N+](=O)[O-])c2)cn1
  3.5	0.5%	nt	nt	1.9%	nt	0.5	nt	nt
CCCN(CCC)C1CC(=O)N(Cc2ccccc2)C1=O (configuration not stated)
  0.0	-6.9%	0.8%	7.1%	-1.4%	1.7%	-0.6	1.5%	0.4%
O=C(NNC(=O)c1ccc([N+](=O)[O-])o1)c1ccccc1
  -10.7	?	-22.8%	-11.9%[57.1 µM]	?	-10.9%	3.8	3.9%	8.8%
CN(C)c1ccc(Nc2cc(Cl)ncn2)cc1
  -1.4	-1.0%	-15.6%	-3.3%	4.2%	0.8%	-8.8	-4.9%	5.5%
Cc1cc(NC(=O)CSc2nnc(-c3ccccc3F)n2C)no1
  -18.5	-0.4%	-13.3%	2.3%	0.7%	1.9%	-3.5	1.7%	-7.0%
COc1ccc(F)cc1S(=O)(=O)NCC(=O)NCc1cc(=O)n(C)c(=O)n1C
  0.0	5.2%	-14.4%	-11.5%[57.1 µM]	0.1%	-3.7%	-1.6	3.6%	2.9%
CCOC(=O)c1c(C)[nH]c(CCC(=O)NCc2ccccc2Cl)c1C
  -4.6	1.3%	-26.3%	3.8%[57.1 µM]	1.1%	-3.0%	-14.9	0.2%	-4.5%
CS(=O)(=O)N(CC(O)CON=C1c2ccccc2-c2ccccc21)c1ccc(F)cc1 (configuration not stated)
  -3.1	0.5%	-6.5%	-8.5%[57.1 µM]	-0.7%	-9.2%	-9.5	3.7%	0.5%
CC(=O)Nc1ccc(NC(=O)CSC2=NS(=O)(=O)c3cc(Cl)ccc3N2)cc1
  -1.2	-3.6%	-7.1%	-9.8%	-2.4%	8.5%	-9.7	2.0%	-8.7%
O=S(=O)(NCc1nnc2ccccn12)c1ccc(F)cc1
  2.5	-4.3%	1.7%	-6.5%	-0.9%	-18.8%	-4.0	2.2%	8.2%
Cn1sc(NC(=O)c2ccccc2Cl)nc1=O
  -0.1	0.2%	-8.1%	1.3%	-0.2%	7.6%	-7.3	-2.7%	3.2%
CCC(C)NC(=S)N(Cc1cc2cc(C)ccc2n2nnnc12)CC(C)(C)NC(C)C (configuration not stated)
  5.7	0.2%	-15.0%	-2.4%	4.5%	-18.3%	-12.0	6.4%	-12.3%
O=C(N/N=C/c1ccc([N+](=O)[O-])s1)c1cccc(Br)c1
  -3.3	-16.5%	-3.7%	2.0%[57.1 µM]	-9.3%	-8.4%	-8.6	-1.0%	-0.4%
CC(=O)NS(=O)(=O)c1ccc(N=NN2CCCCCC2)cc1
  3.0	0.9%	-14.6%	0.7%[57.1 µM]	3.9%	-5.3%	-11.7	-0.7%	7.7%
O=C(NC1CCCCC1)[C@@H]1CSC2c3ccccc3C(=O)N21 (some centres not stated)
  -0.8	3.9%	-26.0%	5.5%	-2.8%	-1.2%	-0.2	3.0%	6.8%
CCOC(=O)c1c(NC(=O)CSc2nc3ccc(OC)cc3[nH]2)sc2c1CC(C)(C)NC2(C)C
  -0.2	?	-0.5%	-2.7%	-2.7%	25.1µM*	-1.2	0.0%	4.7%
O=C(Nc1cccc(C(F)(F)F)c1)c1csc([C@H]2C[C@H](O)[C@@H](CO)O2)n1
  3.5	-0.4%	nt	nt	1.9%	nt	-4.1	nt	nt
CCCSc1ccc(C(=O)Nc2ccc(Cl)cc2)cn1
  -3.5	0.2%	-3.5%	0.1%	2.5%	0.6%	0.1	3.8%	0.0%
COc1ccc2nc(C)cc(SCC(=O)N/N=C/c3ccccc3)c2c1
  -0.6	-24.9%	-18.1%	2.2%	-4.2%	5.4%	-5.7	-1.7%	-1.2%
O=C(NCc1ccco1)NC1CCCCC1
  3.7	-5.2%	-3.3%	6.8%[57.1 µM]	0.2%	-13.2%	-3.8	-0.6%	3.2%
COc1cc(-c2nc3ccc(Cl)cn3c2Nc2ccc3c(c2)OCO3)ccc1O
  -0.6	-12.9%	-17.7%	18.7%	-4.7%	2.4%	7.2	7.4%	?
Cn1cccc1C(=O)/C(C#N)=C/c1ccc(F)cc1
  -2.1	1.8%	-20.9%	-6.3%	3.9%	-21.8%	-2.5	3.5%	-2.0%
COc1ccccc1CNc1ccc(-c2nc(-c3cccnc3)no2)cc1[N+](=O)[O-]
  -7.4	-2.2%	-19.3%	-2.5%	0.8%	-8.2%	-3.1	-3.6%	15.5%
